RmlCD inh mix: inhibitors of RmlC and RmlD coupled enzymes. RmlC/RmlD coupled enzyme inhibition, 384-well mixture HTS. inhibition, % at 5.5 µM. 110,000 compounds, 0.39% hits. AID 1532; in the data active = inhibition above about 30%, passing the limit was not always enough; note: strong numbers were not always called active
RT RNaseH block: blocks HIV-1 RNase H cleavage of RNA/DNA duplex; RT-RNase H RNA/DNA duplex cleavage, fluorescence; P04585; inhibition, % at 10 µM; 65,000 compounds, 1.9% hits; in the data active = inhibition above about 50%
An asterisk follows results filed as active; . = no result given. The list is partial; count on the stated rates, not on these rows.

Order of values: RmlCD inh mix	RT RNaseH block
> CC(=O)Nc1cccc(N2C(=O)CC(N3CCC(C(=O)N4CCCCC4)CC3)C2=O)c1 (stereo not given)
    -11.8	0.4
> NCCCCCc1nnc(SCc2ccc(Cl)c(Cl)c2)o1
    2.2	.
> CCOc1ccc2[nH]c(=O)c(C(c3nnnn3C3CCCCC3)N3CCN(CC)CC3)cc2c1 (stereo not given)
    47.8	10.4
> COC(=O)c1cc2c(ccn2-c2ccc(F)cc2)n1CC(C)C
    -180.1	.
> CCC(C)(C)NC(=O)C(c1ccc(F)cc1)N(Cc1ccco1)C(=O)c1snc(C(N)=O)c1N (stereo not given)
    -10.3	2.9
> COc1ccc(S(=O)(=O)N2CCOCC2)c(Cl)c1Cl
    -9.6	-14.8
> COC(=O)CNC(=O)Cn1cnc2sc(C)c(S(=O)(=O)N3CCC(C)CC3)c2c1=O
    10.5	.
> Cc1cc(=O)oc(C)c1C(=O)N1CCN(c2ccc(F)cc2)CC1
    4.5	.
> CC(=O)Nc1nc(CC(C)C)cc2c1c(=O)oc1ccccc12
    -13.4	10.2
> Cc1nnc(NC(=O)CSc2nnc3scc(-c4ccc(C)c(C)c4)n23)s1
    -16.8	-38.1
> Cc1oc(-c2ccccc2Cl)[n+]([O-])c1C
    -12.5	.
> Cc1ccc(CN2CC(C(=O)O)CC2=O)cc1 (stereo not given)
    8.3	.
> O=C(CN1CCN(Cc2ccccc2)CC1)Nc1ccc(Cl)cn1
    -6.2	-8.0
> CCOc1cc(-c2conc2N)cc(OCC)c1OCC
    -11.7	-1.4
> COc1cc(C(=O)Nc2sc3c(c2C#N)CCN(C(C)=O)C3)cc(OC)c1OC
    -7.6	.
> Cc1cccc(C(=O)NC2CC3CCCC(C2)N3C(=O)NC2CCCCC2)c1 (stereo not given)
    0.3	0.0
> Cc1scc(C(=O)Nc2ccon2)c1-c1ccccc1
    -13.7	-19.8
> COC(=O)[C@H](C)NC(=O)Nc1cc(Cl)ccc1C
    0.6	.
> O=c1c(Cc2ccc(F)cc2)c(O)ccn1Cc1ccc(Cl)cc1Cl
    6.1	.
> CC1CCN(Cc2nc3c(c(=O)n(C)c(=O)n3C)n2CCc2ccccc2)CC1
    -10.4	-1.9
> Cc1ccc2c(NC(=O)C3CC3)cccc2n1
    2.2	0.8
> C=CCNC(=O)c1onc(CSc2ccccc2F)c1C(=O)O
    -10.8	.
> CS(=O)(=O)N(CC(=O)NCc1ccc2c(c1)OCO2)Cc1ccccc1
    11.3	-7.5
> COc1cc(O)oc1C=Nc1ccc(C(F)(F)F)cc1
    -2.5	.
> COc1ccc(OC)c(NC(=O)C(CC(C)C)NC(=O)C2CCCCC2)c1 (stereo not given)
    -9.1	13.2
> COc1ccc2[nH]c(=O)c(CN(Cc3nnnn3Cc3ccco3)C3CCCCC3)cc2c1
    30.9	32.8
> COc1ccc(NC(=O)CSC2=NC(=O)CC(C)=N2)cc1
    7.7	-0.1
> COC(=O)c1c(NC(=O)C2CC2)sc2c1CCN(C(C)=O)C2
    -0.3	-20.2
> O=Cc1ccccc1Oc1ccccc1
    -4.5	.
> c1ccc2c(c1)OCC(C1=NCCN1)O2 (stereo not given)
    11.0	2.0
> COc1ccc(CCNC(=O)CCNS(=O)(=O)c2cccc3nonc23)cc1OC
    1.6	.
> Cn1c(Cl)c(/C=N/OC(=O)c2cccc(Cl)c2)c2ccccc21
    -13.3	.
> O=C1C[C@@H](c2ccccc2)Oc2cc(O)cc(O)c21
    23.0	.
> [N-]=[N+]=NC1C[C@H](n2ccc(=O)[nH]c2=O)O[C@@H]1CO (stereo not given in full)
    2.3	.
> CCN(CC)CCCN1C(=O)c2oc3ccccc3c(=O)c2C1c1cccnc1 (stereo not given)
    9.5	8.0
> CC1(C)[N+]([O-])=C2C(=[N+]([O-])C1(C)C)c1ccccc1/C2=N\O
    3.8	-0.3
> NC1=NC[C@@H](Cc2ccc(O)cc2)N1CCc1cc(C(F)(F)F)cc(C(F)(F)F)c1
    -14.9	.
> COc1ccccc1CNC(=O)c1ccc(CNc2c(N3CCCC3)c(=O)c2=O)cc1
    -49.1	0.3
> Cc1ccc(CNC(=O)C(NS(=O)(=O)c2cccs2)C(C)C)cc1 (stereo not given)
    -1.4	.
> COC(=O)COc1ccc(S(=O)(=O)Nc2ccc3c(c2)OCO3)cc1
    3.4	-4.7
> N#Cc1cnn(-c2ncnc3sc(-c4ccccc4)cc23)c1N
    -10.4	.
> COc1ccc2c(c1)c(C(=O)N1CCN(C)CC1)c(C)n2-c1ccccc1
    -9.2	3.8
> COc1ccc(-c2cc(C(F)F)n3ncc(C(=O)N4CCSCC4)c3n2)cc1
    9.7	-29.8
> CC(=O)C1=C(O)C=C(c2ccco2)CC1c1ccco1 (stereo not given)
    20.8	-8.5
> NC(=S)N/N=C/c1ccc(-c2cc(Cl)cc(Cl)c2)o1
    -9.2	.
> O=C(NCC1CC1)c1ccc2c3n(nc2c1)-c1ccc(Cl)cc1CO3
    -9.8	.
> CC1Cc2ccccc2N1C(=O)CSc1nnc2n1C(C)(C)Cc1ccccc1-2 (stereo not given)
    -19.1	-7.6
> COc1ccc(S(=O)(=O)CCc2nc3ccccc3s2)cc1
    -9.3	-4.8
> CCN(CCCNC(=O)C1CCN(S(=O)(=O)c2c(C)[nH]c(=O)[nH]c2=O)CC1)c1cccc(C)c1
    -8.9	-7.5
> CCOC(=O)c1ccc2[nH]cc(C(C)=O)c(=O)c2c1
    2.1	-9.4

(next part)
Compound	RmlCD inh mix	RT RNaseH block
CN(C)[C@H]1N(C(=O)c2ccc(Br)cc2)N=C2c3ccccc3S(=O)(=O)N21	-12.8	.
COc1ccc(NC(=O)Cn2nnc(C(N)=O)c2N)c(OC)c1	3.2	-12.2
Cc1ccc(N=c2ssnc2Cl)cc1	-34.8	.
O=C(CN1C(=O)c2ccccc2C1=O)c1ccccc1	4.0	.
CC(C)C(c1nnnn1C1CCCC1)N1CCN(C(=O)c2ccco2)CC1 (stereo not given)	121.4	-4.7
COCCN1C(=O)c2ccccc2C(C(=O)Nc2ccc3c(c2)OCCO3)C1c1ccc(F)cc1 (stereo not given)	6.8	.
CCc1ccc(C(=O)/C=C/c2cnn(C)c2C)s1	13.0	.
CCCn1c2ccccc2c2nnc(SCC(=O)Nc3ncccn3)nc21	-29.9	-4.9
C/C(=N\O)C1(C)N(O)C(C)(C)C(c2ccc(Br)cc2)=[N+]1[O-] (stereo not given)	8.8	-4.2
CC1(c2cc(C(F)(F)F)n3nc(C(=O)O)cc3n2)CC1	10.6	.
Cc1cc(NC(=O)CCOc2ccccc2)no1	3.6	0.1
CC(C)(C)C(=O)OCc1cn(-c2ccccc2)nn1	-16.3	.
O=C(NC1CCC(NC(=O)C(F)(F)C(F)F)CC1)C(F)(F)C(F)F (stereo not given)	-8.9	-8.2
Cc1cccc(C)c1NC(=O)CSCCO	-14.5	-9.2
NCCc1ccc(O)cc1	7.9	-6.4
O=C(C1CCN(S(=O)(=O)c2cccs2)CC1)N1CCCCCC1	-10.0	-5.2
CC1(OC(=O)C2CCCC2)C(=O)C=C2C=C(c3ccsc3)N(C3CCCCC3)C=C2C1=O (stereo not given)	-5.9	.
CCC(C)NS(=O)(=O)c1cccs1 (stereo not given)	-15.8	-13.7
c1ccc(CC2CNc3ccccc3CN2)cc1 (stereo not given)	10.5	-19.1
CC(C)N=c1scc(-c2ccco2)n1/N=C/c1ccc(O)c(O)c1	-11.5	.
COc1ccccc1-n1c(CNC(=O)c2ccccc2)nnc1SCC(=O)Nc1nnc(C)s1	7.1	-8.2
CCN(CC)C(=O)C1CCN(Cc2ccc(Br)cc2)CC1	-9.3	-11.0
Cc1cc(OCc2nc(-c3cccs3)no2)cc(C)c1Cl	6.6	.
O=C(C1=C(O)C(=O)N(Cc2ccccc2)C1c1ccco1)c1ccco1 (stereo not given)	25.3	.
COc1cc(OC)c(C2C(C(=O)Nc3ccccc3)=C(C)Nc3ncnn32)cc1OC (stereo not given)	1.4	-3.5
Cn1c(C(=O)N2CCC(C(=O)N3CCC4(CC3)OCCO4)CC2)cc2sccc21	-21.1	-2.5
CCOc1ccc2[nH]c(C)c(CN3CCCCC3)c(=O)c2c1	.	-14.2
CCCc1cc(=O)n2[nH]c(CCc3ccccc3)nc2n1	-0.5	-8.3
Cc1ccc2[nH]c(=O)c3cc(C(=O)N(CCCOC(C)C)Cc4ccco4)sc3c2c1	2.9	.
COc1ccccc1/C=C/CN1CCN(c2ccccc2)CC1	-12.0	.

Complete entries as entered above. Order of screens: RmlCD inh mix | RT RNaseH block
COc1cc(C(=O)Nc2sc3c(c2C#N)CCN(C(C)=O)C3)cc(OC)c1OC as listed: -7.6 | .
Cc1ccc(CNC(=O)C(NS(=O)(=O)c2cccs2)C(C)C)cc1 (stereo not given) as listed: -1.4 | .
CCC(C)NS(=O)(=O)c1cccs1 (stereo not given) as listed: -15.8 | -13.7

Carrying on.
Compound	RmlCD inh mix	RT RNaseH block
O=c1[nH]c(=O)n(CCO)c2nnn(Cc3ccccc3)c12	2.5	-12.2
Clc1ccc(SCc2cc(Cl)nc(-c3ccccc3)n2)cc1	3.2	.
COc1cc(O)c(C(CCN2CCCC2)c2ccc(N(C)C)cc2)c(OC)c1 (stereo not given)	3.8	.
O=C(c1ccccc1Cl)N1N=C(c2ccc(Br)cc2)CC1c1nc2ccccc2[nH]1 (stereo not given)	-11.4	.
COC(=O)c1c2c(nc3ccccc13)CCC2	10.0	.
CC(=O)Nc1ccc(CN2CCCCCCC2)cc1	9.3	0.8
O=S(=O)(c1ccc(Oc2ccc(S(=O)(=O)N3CCOCC3)cc2)cc1)N1CCOCC1	-2.1	-10.8
NC(=O)c1ccsc1NC(=O)CSc1nc2ccccc2c(=O)n1CCCO	15.1	-68.2
Cc1cc(C(F)(F)F)c(C#N)c(SCC(=O)NC(C)(C)C)n1	-9.1	-25.6
Fc1ccc2[nH]c3c(N4CCN(c5ccccc5)CC4)ncnc3c2c1	-7.5	-0.1
O=C(NCc1cccs1)C1CCCN(c2nc3ccccc3o2)C1 (stereo not given)	5.3	-1.4
CCC1Oc2ccc(C)cc2N(CC(=O)NCCC2=CCCCC2)C1=O (stereo not given)	3.3	3.9
C=CCNc1nc(-c2ccccn2)nnc1-c1ccccc1	5.9	.
Cc1nc(S(=O)(=O)N2CCOCC2)c(C#N)c(C)c1Cl	4.7	-0.3
CC1(C)CC(=O)C=C(Nc2ccccc2O)C1	2.5	-1.7
O=[N+]([O-])c1ccc(S(=O)(=O)N2CCN(Cc3c[nH]c4ccccc34)CC2)cc1	-1.4	.
O=C(c1cccs1)n1nc(-c2ccco2)nc1SCc1ccccc1	-5.5	.
CCCCCOC(=O)Cn1c(N2CCOCC2)nc2c1c(=O)[nH]c(=O)n2C	-4.5	-56.5
COc1ccc(-c2cc(C(F)(F)F)n3nc(C(=O)N4CCC5(CC4)OCCO5)cc3n2)cc1OC	-24.0	3.0
COCC(=O)Nc1nc(-c2ccccc2)ns1	10.8	1.2
CCn1c(CSc2nnc(-c3ccoc3C)n2C)nc2cc(S(=O)(=O)N(C)C)ccc21	-16.2	4.3
CCOC(=O)c1sc(=NC(=O)c2cc(OC)c(OC)c(OC)c2)n(C)c1C	12.1	-0.9
O=C(NCc1cccnc1)NC1CCCN1S(=O)(=O)c1ccc(Cl)cc1 (stereo not given)	3.0	-15.7
CC(=O)OCC(=O)[C@@]1(O)CC[C@H]2[C@@H]3CCC4=CC(=O)CC[C@]4(C)[C@H]3C(=O)C[C@@]21C	-8.1	-2.0
COCCSc1ccccc1C(=O)NCCCn1ccnc1	-13.9	17.8
CN(C(=O)N1CCN(c2ccccn2)CC1)c1ccccc1	-5.5	.
O=C(NCC1CCCO1)C(c1cccs1)N(C(=O)Cn1nnc(-c2cccs2)n1)C1CCCC1 (stereo not given)	-3.9	.
Cc1ccc2c(c1)NCC(C(=O)NC1CCC(C)CC1)O2 (stereo not given)	.	-24.3
CN1CCN(S(=O)(=O)c2ccc(NC(=O)c3ccc(Br)s3)cc2)CC1	-12.3	3.0
COC(=O)C1=C(C)NC(=O)NC1c1cn(-c2ccccc2)nc1-c1cccs1 (stereo not given)	-6.6	-2.8
CCC(C)(C)C1CCC2(CC1)NC(CO)(CO)CO2 (stereo not given)	3.4	.

Of the compounds above, these contain an aryl thioether with sulfur outside any ring:
Compound	RmlCD inh mix	RT RNaseH block
NCCCCCc1nnc(SCc2ccc(Cl)c(Cl)c2)o1	2.2	.
Cc1nnc(NC(=O)CSc2nnc3scc(-c4ccc(C)c(C)c4)n23)s1	-16.8	-38.1
C=CCNC(=O)c1onc(CSc2ccccc2F)c1C(=O)O	-10.8	.
CC1Cc2ccccc2N1C(=O)CSc1nnc2n1C(C)(C)Cc1ccccc1-2 (stereo not given)	-19.1	-7.6
CCCn1c2ccccc2c2nnc(SCC(=O)Nc3ncccn3)nc21	-29.9	-4.9
COc1ccccc1-n1c(CNC(=O)c2ccccc2)nnc1SCC(=O)Nc1nnc(C)s1	7.1	-8.2
Clc1ccc(SCc2cc(Cl)nc(-c3ccccc3)n2)cc1	3.2	.
NC(=O)c1ccsc1NC(=O)CSc1nc2ccccc2c(=O)n1CCCO	15.1	-68.2
Cc1cc(C(F)(F)F)c(C#N)c(SCC(=O)NC(C)(C)C)n1	-9.1	-25.6
O=C(c1cccs1)n1nc(-c2ccco2)nc1SCc1ccccc1	-5.5	.
CCn1c(CSc2nnc(-c3ccoc3C)n2C)nc2cc(S(=O)(=O)N(C)C)ccc21	-16.2	4.3
COCCSc1ccccc1C(=O)NCCCn1ccnc1	-13.9	17.8
